Rin1 Abl inh = inhibitors of human Rin1-Abl protein interaction; P00519+Q13671; TR-FRET Rin1/Abl binding, biochemical; inhibition, % at 7.35 µM; 360,000 compounds, 0.4% hits; in the data active = inhibition above about 5%, passing the limit was not always enough
PABP1 MLLE inh = inhibitors of microRNA-mediated deadenylation, human PABP1 MLLE binding. GST-MLLE / FITC-PAM2 fluorescence polarization. 360,000 compounds, 0.36% hits. inhibition, % at 20 µM. P11940. AID 588489; in the data active = inhibition above about 35%, passing the limit was not always enough;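 note: plate controls were DMSO wells with GST-MLLE for no effect and wells lacking GST-MLLE protein for full effect; some results filed as inactive read as strong as hits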
Target sequence (P11940 whole entry, looked up): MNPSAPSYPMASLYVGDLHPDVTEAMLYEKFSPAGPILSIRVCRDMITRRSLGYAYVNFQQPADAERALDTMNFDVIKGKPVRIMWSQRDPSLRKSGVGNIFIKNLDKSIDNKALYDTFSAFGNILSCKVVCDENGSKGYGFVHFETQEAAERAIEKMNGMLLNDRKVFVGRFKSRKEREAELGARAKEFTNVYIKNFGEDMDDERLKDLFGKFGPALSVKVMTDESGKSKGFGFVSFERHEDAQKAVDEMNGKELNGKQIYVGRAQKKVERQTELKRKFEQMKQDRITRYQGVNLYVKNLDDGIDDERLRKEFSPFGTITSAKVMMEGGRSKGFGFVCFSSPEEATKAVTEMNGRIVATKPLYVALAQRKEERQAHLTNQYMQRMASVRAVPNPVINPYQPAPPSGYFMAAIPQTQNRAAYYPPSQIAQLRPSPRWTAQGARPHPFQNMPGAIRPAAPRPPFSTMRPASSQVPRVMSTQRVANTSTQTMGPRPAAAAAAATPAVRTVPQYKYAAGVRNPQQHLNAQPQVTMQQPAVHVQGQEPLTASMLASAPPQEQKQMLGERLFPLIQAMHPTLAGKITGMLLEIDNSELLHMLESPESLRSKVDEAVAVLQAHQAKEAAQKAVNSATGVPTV
SKN-1 block = blocks SKN-1 activity in C. elegans; inhibition, % at 21.8 µM; AID 624304; C. elegans VP596 Pgst-4::GFP/RFP ratio, acrylamide-induced, 24 h; 360,000 compounds, 0.49% hits;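 active = interference check ratio from 0.5 to 1.5 plus GFP to RFP signal ratio inhibition reaching or exceeding a fixed threshold, cut at about 30% in these data, passing the limit was not always enough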; note: some compounds called inactive have numbers as strong as hits
FAS TE block = FAS thioesterase (human) inhibition. P49327. recombinant FAS-TE, OMFH fluorogenic substrate, fluorescence endpoint. 360,000 compounds, 0.67% hits. inhibition, % at 15 µM;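 active = compounds whose normalised, plate-corrected inhibition of enzyme fluorescence in the single-dose primary screen is 50% or more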;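 note: 0% = DMSO with enzyme and 100% = substrate without enzyme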
MT1-MMP act inh = MT1-MMP (human) activation inhibition; P50281; HT1080 RFP-PRO-GFP cells, GFP/RFP ratio fluorescence, overnight; percent of plate control window, DMSO zero; GFP/RFP ratio change, % at 20 µM; 360,000 compounds, 0.061% hits;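 active = GFP/RFP ratio change of at least 30% with cell ATP level not reduced by more than half and red fluorescence within 50% of control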; note: strong numbers were not always called active
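Compound: 20 µM single dose, 1% DMSO / System: HT1080 RFP-PRO-GFP cells / Controls: DMSO and RFP-L50D-GFP cell wells / Read-out basis: GFP/RFP fluorescence ratio / Schedule: overnight compound exposure at 37 °C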
MsrA act = activators of bovine methionine sulfoxide reductase A; 360,000 compounds, 0.3% hits; activation, % at 10.6 µM; purified bovine MsrA, absorbance read-out; in the data active = activation above about 7.5%;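 note: 0% = vehicle and 100% = reference activator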
eLon inh = inhibitors of E. coli Lon protease; P0A9M0; purified E. coli Lon protease, fluorescence polarization; inhibition, % at 7.94 µM; 360,000 compounds, 0.42% hits; in the data active = inhibition above about 13%, passing the limit was not always enough;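 note: 0% = enzyme with probe and DMSO and 100% = no enzyme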
NRP1-CendR mod = NRP-1/CendR interaction modulation. FAM-RPARPAR peptide binding to NRP-1, fluorescence polarization. inhibition, % at 25 µM. 360,000 compounds, 0.85% hits. AID 602438. O14786;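 active = inhibition or corrected inhibition above about 18%, plus a signal ratio from 0.5 to 1.5, limit read from the data, passing the limit was not always enough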; note: strong numbers were not always called active
Neddylation inh = cullin neddylation inhibition; P61081+Q13564; TR-FRET cullin neddylation, biochemical; calls only at 25 µM; 360,000 compounds, 0.58% hits; AID 651699; in the data active = inhibition above about 36%
* marks the source's active call; other numbers are inactive results; i = inactive; / = not tested or not shown.

Results follow in this order: Rin1 Abl inh	PABP1 MLLE inh	SKN-1 block	FAS TE block	MT1-MMP act inh	MsrA act	eLon inh	NRP1-CendR mod	Neddylation inh
- CCN1CCc2c(OCc3ccc(C(=O)OC)o3)cccc2C1=O
  -2	10	1	2	0	-2	-6	-13	i
- CC1CCCCN1CCn1cnc2c([nH]c3ccccc32)c1=O (centres undefined)
  0	-7	3	-9	0	-1	-6	-9	i
- Cc1ccc(N2CC(C(=O)Nc3ccc(N(C)C)cc3)CC2=O)cc1C (centres undefined)
  -3	12	4	-3	-18	-1	2	-16	i
- COC(=O)CCCCCNC(=S)Nc1ccc2[nH]c(=O)[nH]c2c1
  -2	-17	19	-3	6	-1	9	0	i
- Cc1ccc(C)c(CN2C(=O)CSc3ccc(C(=O)NCCN4CCOCC4)cc32)c1
  1	4	11	6	0	-1	5	-1	i
- COc1ccc(C(=O)Cn2nnc(-c3ccc(N4CCOCC4)cc3)n2)cc1OC
  -2	0	16	-2	-5	0	5	16	i
- Cc1c(C)n(C)c2ccc(C(=O)NCCCN3CCCCC3)cc12
  2	-8	8	-4	-1	-1	-8	10	i
- Cc1nn(Cc2ccc([N+](=O)[O-])cc2)c(=O)n1-c1ccc(Cl)cc1
  -1	-7	7	35	0	-2	-14	7	i
- O=C(COC(=O)c1c(F)cccc1F)NC(=O)NCc1ccccc1
  -1	-14	9	1	-4	-2	-3	9	i
- O=C(NNC(=O)c1ccncc1)Nc1cccc([N+](=O)[O-])c1
  -2	3	10	2	0	-3	2	2	i
- O=C(NCc1ccco1)c1ccccc1NS(=O)(=O)c1ccc(Br)s1
  -2	12	-18	-1	0	-2	0	-11	i
- COc1ccc(-n2nnnc2C(c2cccc3ccccc23)N2CCN(C/C=C/c3ccccc3)CC2)cc1 (centres undefined)
  0	-4	19	40	-2	-2	-8	-2	i
- CCN(CC)CCCNC(=O)CSc1nc(-c2ccc(F)cc2)cc(C(F)(F)F)n1
  0	-4	0	1	3	-5	-10	-4	i
- COc1ccccc1C=NN1C(=O)CSC1=S
  1	22	17	-4	-2	2	-41	-7	i
- COc1cccc(OC)c1OCC(O)CN1CCN(c2ccc(F)cc2)CC1 (centres undefined)
  1	1	0	-5	-2	0	7	16	i

Quoted from the listing.
Cc1nn(Cc2ccc([N+](=O)[O-])cc2)c(=O)n1-c1ccc(Cl)cc1 in PABP1 MLLE inh has -7
O=C(COC(=O)c1c(F)cccc1F)NC(=O)NCc1ccccc1 in FAS TE block has 1
CCN(CC)CCCNC(=O)CSc1nc(-c2ccc(F)cc2)cc(C(F)(F)F)n1 in PABP1 MLLE inh has -4

Next part
Results follow in this order: Rin1 Abl inh	PABP1 MLLE inh	SKN-1 block	FAS TE block	MT1-MMP act inh	MsrA act	eLon inh	NRP1-CendR mod	Neddylation inh
- CC1(C)Cc2c(sc(NC(=O)c3ccc(C(=O)c4ccccc4)cc3)c2C#N)C(C)(C)N1
  -1	3	3	-6	4	-5	6	11	i
- Cc1ccccc1CCNC(=O)C1CCC(=O)N(CCc2cccc(F)c2)C1 (centres undefined)
  4	11	5	-2	3	-4	3	2	i
- COCCN1C(=O)c2ccccc2C(C(=O)NCC2CCCO2)C1c1c[nH]c2ccccc12 (centres undefined)
  -1	-1	14	-8	-1	-2	3	0	i
- CCOc1cc(/C=C2\N=C(SC(C)C(N)=O)N(c3ccc(OC(F)F)cc3)C2=O)ccc1O (centres undefined)
  -1	-146	-5	-2	-81	-2	i	-224	i
- CCOc1ccccc1Nc1nnc(SCC(=O)Nc2nc(-c3ccc(OC)cc3)cs2)s1
  1	-20	5	25	-1	-3	6	2	i
- Cc1ccn2cc(-c3ccc(O)c(O)c3)nc2c1
  6	-9	4	-6	4	-4	-4	11	i
- C=CCSc1nnc(CC(OC)OC)n1-c1ccccc1
  1	0	8	-5	0	-3	-4	1	i
- O=C(NCCc1ccccc1)C(=O)Nc1ccc2c(c1)OCCO2
  0	-12	-12	-2	2	-5	0	5	i
- COc1ccccc1N1CC(C(=O)Nc2nnc(SCC(=O)NCC3CCCO3)s2)CC1=O (centres undefined)
  -3	7	1	-5	1	-1	1	-7	i
- Nc1nnc(SCC(=O)OCC(=O)Nc2ccc(Br)cc2F)s1
  2	-4	-10	-4	0	-4	-7	5	i
- O=C(NCCNC(=O)c1cc(Cl)ccc1Cl)c1cnccn1
  -1	11	4	-4	1	-1	2	7	i
- C=CCOn1c(=O)c(-c2ccc(OC)cc2)[n+]([O-])c2ccccc21
  1	-1	28	0	-3	0	2	11	i
- NNC(=O)c1cc(C2CC2)nc2ccc(Br)cc12
  1	5	3	-1	3	2	-1	8	i
- COc1ccc(CCCc2nnc(SCC(=O)Nc3cc(C)ccc3C)o2)cc1
  4	15	8	14	2	-2	-1	2	i
- Cc1cc(C)c(S(=O)(=O)Nc2ccc3c4c(cccc24)CC3)c(C)c1
  -2	15	9	23	5	1	1	-24	i

Part of the list above, reduced to PABP1 MLLE inh:
SMILES,PABP1 MLLE inh
CCOc1ccccc1Nc1nnc(SCC(=O)Nc2nc(-c3ccc(OC)cc3)cs2)s1,-20
Cc1ccn2cc(-c3ccc(O)c(O)c3)nc2c1,-9
C=CCSc1nnc(CC(OC)OC)n1-c1ccccc1,0
O=C(NCCc1ccccc1)C(=O)Nc1ccc2c(c1)OCCO2,-12
COc1ccccc1N1CC(C(=O)Nc2nnc(SCC(=O)NCC3CCCO3)s2)CC1=O (centres undefined),7

Next part.
Results follow in this order: Rin1 Abl inh	PABP1 MLLE inh	SKN-1 block	FAS TE block	MT1-MMP act inh	MsrA act	eLon inh	NRP1-CendR mod	Neddylation inh
- COc1ccc(C)cc1NC(=O)n1ncc2c(C)cccc21
  2	-8	-8	21	-5	-10	-1	5	i
- C/C(=C\c1ccccc1)C(=O)Nc1cc(C)on1
  0	-1	21	0	2	-2	4	-17	i
- CCOc1cccc(-c2c(C(=O)N/N=C/c3cccnc3)nnn2-c2nonc2N)c1
  3	-4	13	-2	-3	-8	3	4	i
- Cc1ccc(C(=O)NCCCn2ccnc2)o1
  -5	-11	-16	-6	5	-6	-2	-4	i
- Fc1cccc(CCN2CCNC[C@@H]2Cc2ccccc2)c1
  0	26	2	-13	-1	-2	-1	0	i
- CNC(=O)NC(=O)CSc1nc2ccccc2n1CCOC
  -2	-1	6	-8	-11	-4	8	4	i
- Cc1ccc(N2C(=O)c3ccccc3C2=O)nc1
  -5	-5	4	-7	-3	-3	-3	4	i
- COc1cc(C)c(S(=O)(=O)Nc2ccc(CC(=O)O)cc2)cc1C
  -6	9	-20	-3	-3	0	6	6	i
- C[C@H](CO)N1C[C@H](C)[C@@H](CN(C)Cc2ccc(C(=O)O)cc2)Oc2ncc(Br)cc2C1=O
  1	-2	-12	-11	5	-8	-8	4	i
- CC1CCCC(NC(=O)CCNC(=O)c2ccccc2Cl)C1C (centres undefined)
  3	-43	0	-8	2	-7	-3	1	i
- Cn1cccc1C(=O)OCC(=O)NC(=O)NC1CCCCC1
  -4	-4	0	-4	0	2	6	5	i
- N#CC(=C=[N-])c1nc2ccccc2nc1-[n+]1cccc(NC(=O)c2ccccc2)c1
  -4	-6	7	2	2	-1	1	-13	i
- CCN(Cc1ccccc1)C(=O)COC(=O)CNC(=O)c1ccc(C)s1
  -2	-8	6	-1	-1	-1	9	1	i
- Cc1noc(C)c1COC(=O)c1ccc2c(c1)S(=O)(=O)c1ccccc1C2=O
  -2	-2	3	27	-30	3	-1	7	i
- Cc1cccc(C)c1NC(=O)C(c1ccc(C#N)cc1)n1c(=O)c(-c2ccccc2)nc2ccccc21 (centres undefined)
  /	/	5	/	-11	/	/	-25	i

An excerpt of these results, field by field:
SMILES: C=CCOn1c(=O)c(-c2ccc(OC)cc2)[n+]([O-])c2ccccc21
  Rin1 Abl inh: 1	PABP1 MLLE inh: -1	SKN-1 block: 28	FAS TE block: 0	MT1-MMP act inh: -3	MsrA act: 0	eLon inh: 2	NRP1-CendR mod: 11	Neddylation inh: i
SMILES: NNC(=O)c1cc(C2CC2)nc2ccc(Br)cc12
  Rin1 Abl inh: 1	PABP1 MLLE inh: 5	SKN-1 block: 3	FAS TE block: -1	MT1-MMP act inh: 3	MsrA act: 2	eLon inh: -1	NRP1-CendR mod: 8	Neddylation inh: i

(list continues)
Results follow in this order: Rin1 Abl inh	PABP1 MLLE inh	SKN-1 block	FAS TE block	MT1-MMP act inh	MsrA act	eLon inh	NRP1-CendR mod	Neddylation inh
- CC1CCCN(c2ccc(C(=O)NCc3cccs3)cn2)C1 (centres undefined)
  6	7	16	-3	-7	-3	-10	-8	i
- COc1cccc(/C=C/C(=O)OCC(=O)NCCCc2ccccc2)c1OC
  0	-6	-6	-8	2	1	-17	12	/
- COc1ccc(C(=O)C2CCN(C(=S)NCC3CCCO3)CC2)cc1 (centres undefined)
  2	-126	1	-4	1	-3	-6	0	i
- CC(NC(=O)c1ccc(OC2CCN(S(=O)(=O)N(C)C)CC2)cc1)C1CC1 (centres undefined)
  1	1	6	5	5	-3	1	-1	i
- COC(=O)c1ccc(Cn2nc(C)c(Br)c2C)cc1
  0	7	4	4	-2	-4	6	12	i
- CCCCOP(=O)(c1ccc(N(C)C)cc1)C(O)c1ccccc1F (centres undefined)
  1	-5	0	-8	2	-11	-6	-3	i
- CCOc1cc(/C=N/NC(=O)c2cccnc2)ccc1OC(=O)c1ccco1
  -5	-17	3	-1	2	-2	6	-2	i
- CCOC(=O)C1=CN(Cc2cccc(F)c2)S(=O)(=O)N(CC)C1c1ccc(F)c(Cl)c1 (centres undefined)
  1	-5	6	26	-9	-2	1	8	i
- O=C(Nc1cccc(O)c1)c1ccc(S(=O)(=O)N2CCCCCC2)cc1
  2	12	15	5	5	-2	-8	-12	i
- O=C(Nc1ccc(C(=O)N2CCN(c3ccccn3)CC2)cc1)c1ccc(Br)o1
  -1	11	-3	-7	4	-2	3	0	i
- O=C(/C(=C\c1ccccc1)c1nc2ccccc2[nH]1)c1ccc(Cl)cc1
  2	11	0	2	-19	-5	-1	-12	i
- Cc1cc(=O)oc2cc(NC(=O)c3ccc(OC(F)F)cc3)ccc12
  2	-23	-11	-7	3	-3	-2	-12	/
- CCN(CC(=O)NCc1ccc(Cl)cc1)C(=O)c1cc2ccccc2o1
  -2	-10	12	7	0	-1	0	-5	i
- Cc1ccc(-c2nnn(CC(=O)NC(=O)NC3CCCCC3)n2)cc1
  1	-4	-6	15	2	-2	1	-14	i
- COc1ccc([N+](=O)[O-])cc1NC(=O)CSCc1ccccc1
  2	7	7	62*	2	1	-10	-6	i

Compound activity from PubChem BioAssay.
